ELG1 genotoxic: qHTS screen for small molecules that induce genotoxicity in human embryonic kidney (HEK293T) cells expressing luciferase-tagged ELG1 | HEK293T ELG1-luciferase reporter, luminescence, 16 h | Potency, µM (titrated, usually from 46 µM), inactives show at the highest dose activity change, positive = activation, usual class: activators | 330,000 compounds, 1.3% hits | AID 504466, 2011; further: potency means the concentration at half of the fitted maximal effect; % of control where 0% means no effect; nearly all actives have a fitted effect of over 60% in size
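Reporter readout depends on ELG1 protein level, which increases with genetic stress. After 16 hr compound exposure at 37 °C, luciferase activity was quantified using ONE-Glo.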
NPC1 prom act: qHTS Assay for NPC1 Promoter Activators; 320,000 compounds, 2.4% hits; Potency, µM (top dose mostly 9.22 µM), for inactives: at the highest dose activation, most hits filed as activators; AID 485313, 2010; Huh7 NPC1 promoter luciferase reporter, 24 h;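 further: potency means the concentration at half of the fitted maximal effect; % of control where 0% means no effect; nearly all actives have a fitted effect of over 60% in size; reporter is driven by a mutant NPC1 promoter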
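Luminescence read-out of NPC1 promoter-driven luciferase in stably transfected Huh7 cells; compounds delivered in DMSO and left 24 h at 37C, 5% CO2, qHTS titration format.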
BRCA1 expr up: qHTS Assay to Identify Small Molecule Activators of BRCA1 Expression; 380,000 compounds, 1.1% hits; Potency, µM (top dose mostly 46.1 µM), inactives show top-dose activation, usual class: activators; AID 624202, 2012; MCF7-BRCA1-FFLuc reporter, luminescence, 48 h; response scale: scaled: vehicle 0%, 10 µM genistein 100%; further: potency means the concentration at half of the fitted maximal effect; nearly all actives have a fitted effect of over 80% in size; some results filed as inactive show a strong effect at the top dose
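Activators of BRCA1 expression were detected as increased firefly luciferase luminescence in engineered MCF7 cells after 48 h compound incubation. Signals were scaled to genistein 10 microM as full activation.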
p53 reactivation: qHTS assay for re-activators of p53 using a Luc reporter. H1299 p53-A138V BP100-luciferase reporter, luminescence, 24 h. Potency, µM (series often up to 92.2 µM), without a hit: at the top dose activity change, positive = activation, most hits filed as activators. 320,000 compounds, 0.063% hits. AID 504706, 2011; further: potency means the concentration at half of the fitted maximal effect; % of control where 0% means no effect; nearly all actives have a fitted effect of over 45% in size
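H1299 (p53-null), stable ts p53-A138V + BP100-Luc; 1000 cells/well, Opti-MEM/10% FBS; cpd 4 pt, 1:5; 24 h, 37 deg C, 5% CO2; detection reagent 10 min RT; luminescence.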
ELG1 DNA repair: qHTS screen for small molecules that inhibit ELG1-dependent DNA repair in human embryonic kidney (HEK293T) cells expressing luciferase-tagged ELG1; HEK293T ELG1-luciferase reporter, luminescence, 16 h; DNA damage induced by 5-fluorouridine; Potency, µM (top dose mostly 46.1 µM), for the others: top-dose activity change, negative = inhibition, actives largely listed as inhibitors; 330,000 compounds, 2.3% hits; further: potency means the concentration at half of the fitted maximal effect; on the % scale 0 is the no-effect control and ±100 the full control effect; nearly all actives have a fitted effect of over 55% in size
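Quantitative HTS, concentration-response format. 2,000 cells/well co-treated with 5-fluorouridine and compound, 16 hr in 5% CO2 at 37 °C; ONE-Glo luminescence read after 30 min.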
Rab9 promoter act: qHTS Assay for Rab9 Promoter Activators; Huh7 Rab9 promoter-luciferase reporter, luminescence, 24 h; Potency, µM (titrated, usually from 9.22 µM), for inactives: top-dose activation, negative = inhibition, most hits filed as activators; 320,000 compounds, 2.8% hits; AID 485297, 2010; further: potency means the concentration at half of the fitted maximal effect; % of control where 0% means no effect; nearly all actives have a fitted effect of over 60% in size
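Luciferase signal after 10 min detection reagent at ambient indicates Rab9 promoter upregulation; stably transfected Huh7 cells were treated 24 h with compound in DMSO at 37 °C, 5% CO2.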
TRPV1 ag: HTS Assay for Compounds that Act as Agonists of the Vanilloid Receptor 1; 320,000 compounds, 0.19% hits; activation, % at 8.33 µM; Transient receptor potential cation channel subfamily V member 1 (Homo sapiens), Q8NER1; TRPV1-expressing cells, Fluo-8 calcium influx, agonist mode; in the data active means activation above about 80%; inconclusive means between about 30% and that limit; further: 0% is about no effect
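TRPV1-expressing cells were cultured overnight at 35.5C and loaded with Fluo-8 calcium dye for 40 to 90 min at room temperature. After a 10 s baseline, compound was added and calcium influx was read kinetically for 3 min (ex 480/em 520 nm).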
Gal4-VP16 FLuc: VP16 counterscreen qHTS for inhibitors of ROR gamma transcriptional activity; Drosophila S2 Gal4-VP16 UAS-luciferase, luminescence, 20 h; Potency, µM (highest dose often 53.6 µM), inactives show at the highest dose activity, negative = inhibition, usual class: inhibitors; 310,000 compounds, 3.5% hits;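 further: Gal4-VP16 expression switched on by copper sulfate through the metallothionein promoter; potency means the concentration at half of the fitted maximal effect; on the % scale 0 is the no-effect control and ±100 the full control effect; nearly all actives have a fitted effect of over 50% in size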
Tb PFK inh: qHTS Assay to Find Inhibitors of T. brucei phosphofructokinase; Potency, µM (top dose mostly 57.5 µM), inactives show at the highest dose activity, negative = inhibition, most hits filed as inhibitors; T. brucei PFK, ADP-Glo luminescence; ATP-dependent 6-phosphofructokinase (Trypanosoma brucei brucei), O15648; 330,000 compounds, 0.17% hits;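 further: potency means the concentration at half of the fitted maximal effect; 0% = uninhibited 1x PFK enzyme wells and -100% = no-enzyme wells; nearly all actives have a fitted effect of over 60% in size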
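1.25 nM PFK with 0.5 mM F6P and 0.1 mM ATP in 0.1 M TEA pH 8.0, 5 mM MgCl2, incubated 45 min at room temperature; ADP measured by ADP-Glo luminescence; compounds titrated up to 57 uM.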
FLuc modulator: qHTS profiling assay for firefly luciferase inhibitor/activator using purifed enzyme and Km concentrations of substrates (counterscreen for miR-21 project). purified FLuc, Km substrates, luminescence inhibition. Potency, µM (highest dose often 57.5 µM), inactives show top-dose activity change, negative = inhibition, usual class: inhibitors. AID 588342, 2011. 360,000 compounds, 6.9% hits. Luciferin 4-monooxygenase (Photinus pyralis), P08659;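 further: potency means the concentration at half of the fitted maximal effect; plate controls were vehicle for no effect and reference inhibitor for full effect; nearly all actives have a fitted effect of over 55% in size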
Target sequence (P08659 whole entry, looked up): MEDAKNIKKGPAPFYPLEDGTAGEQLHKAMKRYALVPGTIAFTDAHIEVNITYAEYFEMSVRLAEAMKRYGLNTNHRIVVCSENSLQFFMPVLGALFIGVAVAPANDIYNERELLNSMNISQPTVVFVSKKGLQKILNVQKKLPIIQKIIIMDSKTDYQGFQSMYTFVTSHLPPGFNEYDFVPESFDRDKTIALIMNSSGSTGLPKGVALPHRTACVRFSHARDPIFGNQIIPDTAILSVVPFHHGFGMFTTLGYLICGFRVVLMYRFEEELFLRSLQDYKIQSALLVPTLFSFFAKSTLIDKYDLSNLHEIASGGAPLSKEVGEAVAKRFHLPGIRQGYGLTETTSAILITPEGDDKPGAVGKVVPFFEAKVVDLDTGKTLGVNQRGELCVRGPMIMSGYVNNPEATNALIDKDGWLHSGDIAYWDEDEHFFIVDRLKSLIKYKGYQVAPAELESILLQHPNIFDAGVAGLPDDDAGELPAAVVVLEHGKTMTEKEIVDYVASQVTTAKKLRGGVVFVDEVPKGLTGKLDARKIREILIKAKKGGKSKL
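Biochemical qHTS of compounds, final roughly 60 µM downward over six points, against 10 nM purified firefly luciferase using Km concentrations of substrates (10 uM D-luciferin, 10 uM ATP) in Tris acetate pH 7.5 buffer; luminescence output.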
RORg inh: qHTS for inhibitors of ROR gamma transcriptional activity | Nuclear receptor ROR-gamma (Mus musculus), P51450 | Drosophila S2 Gal4-RORgamma UAS-luciferase reporter, 20 h | Potency, µM (titrated, usually from 53.6 µM), for inactives: at the highest dose activity change, negative = inhibition, most hits filed as inhibitors | 310,000 compounds, 5.4% hits | AID 2551, 2010; further: potency means the concentration at half of the fitted maximal effect; on the % scale 0 is the no-effect control and ±100 the full control effect; nearly all actives have a fitted effect of over 60% in size
Target sequence (P51450 whole entry, looked up, the tested form may be a part): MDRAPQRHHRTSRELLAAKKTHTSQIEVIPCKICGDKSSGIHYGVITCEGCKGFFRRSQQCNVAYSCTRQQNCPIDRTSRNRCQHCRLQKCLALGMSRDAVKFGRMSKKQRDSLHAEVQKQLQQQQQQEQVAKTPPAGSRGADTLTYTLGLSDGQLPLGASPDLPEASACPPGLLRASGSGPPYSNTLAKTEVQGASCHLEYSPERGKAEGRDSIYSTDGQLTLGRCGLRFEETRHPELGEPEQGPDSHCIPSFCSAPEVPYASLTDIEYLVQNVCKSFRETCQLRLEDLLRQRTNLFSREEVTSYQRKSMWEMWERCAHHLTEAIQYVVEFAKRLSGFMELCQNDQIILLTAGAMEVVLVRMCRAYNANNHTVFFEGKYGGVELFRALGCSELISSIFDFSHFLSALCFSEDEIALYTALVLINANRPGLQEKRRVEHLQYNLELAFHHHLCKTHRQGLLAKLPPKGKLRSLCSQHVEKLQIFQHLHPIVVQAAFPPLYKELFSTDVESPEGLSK
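ROR gamma transcriptional activity was tracked as Gal4-UAS luciferase output in stably transfected Drosophila Schneider cells, with compound added 1 hr before 700 uM copper sulfate induction and a 20 hr ambient-temperature incubation.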
Starred values were filed as active, the others as inactive; u = inconclusive; x = no result given; & = joins results of further samples; [ ] = another dose, or the depositor's remark. Unless noted, the call rests on the fitted dose curve; in most records, active means well fitted curve in the direction sought with a large enough effect; inconclusive means small, poorly fitted or top-dose-only effect, or another doubt; inactive means no such curve, though single readings can be large; an effect the other way counts as inactive or inconclusive. Hits appear at their usual frequency; about 15% have a hit in one of these screens.

SMILES	ELG1 genotoxic	NPC1 prom act	BRCA1 expr up	p53 reactivation	ELG1 DNA repair	Rab9 promoter act	TRPV1 ag	Gal4-VP16 FLuc	Tb PFK inh	FLuc modulator	RORg inh
CCOC(=O)[C@@H]1[C@H]2COc3ccccc3[C@H]2N2C(=O)N(c3cccc(C)c3)C(=O)[C@]12C	0%	x	-10%	0%	8%	x	x	x	-3%	x	x
CC(Sc1nnc2ccccn12)C(=O)Nc1ccc(Cl)cn1 (centres undefined)	-3%	0%	1%	13%	u	11%	1	0%	-1%	-1%	23%
Cc1ccc(-n2ncc(C#N)c2/N=C/N2CCCCCC2)cc1	-4%	-4%	14%	-3%	u	-2%	0	1%	-1%	0%	-12%
CN1CCN(C(=O)c2sc(=S)n(-c3ccccc3)c2N)CC1	-2%	-2%	0%	6%	12%	1%	0	1%	11µM*	-17%	u
C=CCOc1ccc(NC(=O)C(=O)NCCCn2ccnc2)cc1	-1%	0%	-52%	8%	15%	0%	-2	-4%	-1%	2%	6%
Clc1ccccc1-c1nc2ccccc2[nH]1	u	2.8µM*	u	9%	u	2µM*	x	-26%	0%	8.5µM*	-27%
Cc1cc(O)c(C(=O)/C=C/c2cccc([N+](=O)[O-])c2)c(=O)o1	1%	-13%	-28%	0%	1%	-16%	-2	-8%	-3%	21µM*	-2%
CCOc1cc(/C=N/NC(=O)c2cc3c(ccc4ccccc43)o2)ccc1O	-16%	3%	4%	-5%	u	2%	-1	-18%	3%	u	u
COc1ccc(S(=O)(=O)NNC(=O)c2csc(-n3nc(C)cc3C(F)(F)F)n2)cc1OC	1%	8%	26%	0%	-12%	-3%	3	-1%	2%	1%	2%
O=C(CN1CCN(S(=O)(=O)N2CCOCC2)CC1)Nc1cc(Cl)ccc1Cl	-24%	-4%	-14%	1%	21µM*	0%	1	-2%	-13%	0%	-32%
CCn1nnc(NC(=O)c2cc3ccccc3o2)n1	15µM*	u	98%	u	u	u	3	1%	-1%	15µM*	31%
O=C(NCC(c1ccccc1Cl)N1CCCC1)c1ccc(N2CCCC2=O)cc1 (centres undefined)	12%	23%	56%	u	u	u	1	x	u	-19%	x
CCCOC(=O)c1ccc(NC(=O)c2ccccc2[N+](=O)[O-])cc1	9%	28%	u	9%	0%	u	0	0%	-5%	u	-13%
CCn1c(SCC(=O)N2CC(=O)Nc3ccccc32)nnc1-c1ccoc1C	-3%	0%	-17%	-1%	0%	10%	6	3%	-1%	0%	13%
O=C(OCC(=O)N1CCOCC1)c1ccccc1OCc1ccc(Cl)cc1	10%	x	86%	u	u	x	x	x	1%	x	x
CN1C(=O)/C(=N/OC(=O)c2ccccc2)c2ccccc21	0%	-5%	-19%	1%	u	-3%	x	-6%	0%	7.6µM*	10%
CCOc1ccc(C(=O)CSc2nnc3ccccn23)cc1	21µM*	2µM*	u	u	u	1.1µM*	-2	u	2%	3µM*	-26%
CSCC[C@H](NC(=O)N1CCn2c1nc1ccccc12)C(=O)N[C@@H](C(=O)O)c1ccccc1	7%	0%	2%	x	13%	-8%	6	-13%	3%	-2%	-3%
CC(=O)NC(CCCNC(=S)NC1CCCCC1)C(=O)O (centres undefined)	-3%	-6%	0%	-1%	-2%	-1%	-2	-1%	0%	-1%	17%
CC(=O)CC(=O)Nc1cccc2c1CCCC2	0%	0%	-22%	-17%	-10%	-8%	-2	-25%	6%	6%	39%
Cc1cc(C)c(NC(=O)c2cc3c(nc4sccn43)s2)c(C)c1	-5%	1%	-47%	0%	-1%	14%	5	1%	2%	1%	4%
CCOC(=O)CCCn1ccc2cc(S(=O)(=O)N3CCCC3)ccc21	0%	-6%	-16%	-3%	-5%	-3%	13	10%	0%	7%	7%
CC(C)(C)NC(=O)CSc1nnc(CN2CCCCCC2=O)n1-c1ccccn1	2%	2%	18%	1%	5%	-3%	0	-1%	-1%	2%	-20%
O=C(N/N=C/c1cc([N+](=O)[O-])ccc1Cl)c1cnccn1	17%	-11%	-52%	17%	12%	-30%	2	-5%	-1%	-1%	-11%
COc1ccc(CCN2C(=O)c3ccccc3NC2c2cc(Cl)c(O)c(OC)c2)cc1 (centres undefined)	-6%	-34%[inhibitor]	-37%	3%	7.3µM*	-17%	16	3%	-25%	-19%	33%
O=C(NCc1ccccn1)C1CCN(S(=O)(=O)N2CCCCC2)CC1	1%	1%	0%	-6%	-2%	-2%	1	6%	1%	4%	-7%
O=C(N/N=C/c1ccco1)/C(=C/c1cccc([N+](=O)[O-])c1)NC(=O)c1ccccc1	-3%	-5%	-16%	-3%	-2%	27%	2	0%	-2%	-7%	-38%
O=C1CCN(S(=O)(=O)c2ccccc2)CCN1CCOCc1cccc(F)c1	1%	1%	6%	0%	2%	2%	21	-4%	-3%	-1%	1%
COc1ccc(N(CC(=O)Nc2c(C)n(C)n(-c3ccccc3)c2=O)S(=O)(=O)c2ccccc2)cc1OC	0%	-2%	-12%	-1%	-1%	-6%	5	-5%	-1%	0%	-3%
COC(=O)c1cc(S(=O)(=O)NCCc2sccc2C)c[nH]1	-2%	19%	6%	0%	3%	3%	-4	16%	-11%	0%	41%
Nc1nonc1-c1noc(CCCCCN2C(=O)c3ccccc3C2=O)n1	u	18%	83%	14%	u	21%	12	x	-8%	u	u
COc1ccc(N/N=C(\C#N)C(=N)SCc2ccccc2)cc1	-12%	-4%	-12%	10%	u	-8%	7	16µM*	-3%	27µM*	u
COc1ccc(-c2[nH]ncc2CN(C)C(C)c2ccon2)cc1F (centres undefined)	-1%	-2%	16%	-3%	2%	-14%	1	-4%	2%	5%	32%
CCOC(=O)CC(=O)CSc1nc2ccccc2c(=O)n1-c1ccc(C(=O)NCCOC)cc1	2%	-2%	-2%	-2%	-17%	-1%	-2	-1%	1%	-3%&2%	u
CC(C)c1ccc(S(=O)(=O)Nc2ccc(O)c(Sc3ncn[nH]3)c2)cc1	-7%	1%	-11%	0%	0%	-6%	-3	19%	1%	-2%	u
CCCCNC(=O)COCc1cc(-c2ccc3c(c2)OCO3)on1	16%	16%	62%	13%	13%	13%	2	4%	2%	u	22%
COc1cc2c(cc1OC)-c1cc(NC3CCCCCC3)nc(=O)n1CC2	10%	-3%	-20%	-4%	0%	-5%	0	4%	2%	u	u
Nc1nc(-c2ccccc2Br)cs1	-2%	-4%	40%	13%	u	0%	1	26%	-2%	-11%	32%
CC(=O)c1ccc(OCC(=O)c2ccc(-c3ccccc3)cc2)cc1	-5%	0%	3%	-9%	1%	-1%	15	-5%	-1%	2%	u
COc1cc2c(cc1NC(=O)CSc1cccc[n+]1[O-])oc1ccccc12	1%	0%	-42%	-13%	26%	-4%	12	-4%	-2%	u	25%
COc1ccc(/C=N/NC(=O)C(C)n2cnc3ccccc3c2=O)cc1OC (centres undefined)	3%	-4%	-6%	-4%	25%	3%	-1	-8%	1%	-12%	23%
O/N=C/c1cc(Cl)ccc1OCc1ccccc1Cl	1%	8%	-31%	2%	25%	10%	0	-22%	5%[0.46 µM]	-15%	5%
CCN(CC)C(=O)c1[nH]cnc1C(=O)Nc1cccc(C)c1	2%	9%	-23%	0%	11%	-1%	2	x	0%	4%	x
CCOC(=O)C1=CC[C@@H](c2ccccc2Cl)N(S(=O)(=O)c2ccc(C)cc2)[C@H]1C(=O)OCC	-5%	0%	-31%	-9%	-27%	2%	27	x	0%	-2%	x
O=C(NCc1ccccc1)C1=C[C@H](C2CC2)C[C@H](OCc2ccc(CO)cc2)O1	4%	-1%	-12%	-3%	-27%	-3%	20	8%	0%	1%	31%
COc1cc(CCC(=O)Nc2c(C(=O)N3CCN(c4ccccc4)CC3)oc3ccccc23)on1	-10%	2%	-4%	-5%	u	-6%	2	-16%	-3%	1%	25%
COc1ccc(S(=O)(=O)Nc2ccccc2OC)cc1NC(=O)Cc1cccs1	-2%	1%	-26%	-1%	3%	-2%	3	-6%	-2%	-10%	32%
